Nrf2 block – Nrf2 qHTS screen for inhibitors; A549 ARE-Fluc reporter, luciferase luminescence, 18-24 h; Potency, µM (doses to about 46 µM), without a hit: at the highest dose activity change, negative = inhibition, usual class: inhibitors; hit rate 2.1% among 360,000; note: potency is the fitted concentration of half-maximal effect; % is set by controls: 0 for no effect and ±100 for the full control effect; nearly all actives have a fitted effect of over 60% in size
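Concentration-response testing used A549 ARE_Fluc cells at 5000 cells/well. Following an 18-24 h compound incubation, viability was read by fluorescence (Ex 405/Em 525) and luciferase output by luminescence.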
Akt phos inh – HTS Assay for Inhibitors of Akt Phophorylation: Primary Screen. activity change, % for hits at 50 µM. hit rate 0.32% among 360,000. Neuro2A IGF-stimulated pAkt S473 HTRF, 20 min; stronger effect = lower value; in the data active = activity change below about -80%; inconclusive = mostly about -51% to -80%; note: % is set by controls: 0 for no effect and ±100 for the full control effect
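Single-point screen (50 µM final compound) in Neuro2A cells stimulated 20 min with 6 nM IGF at 37 deg C. After lysis, Ser473-phosphorylated Akt read by HTRF (ex 330 nm, em 615/665 nm) as the 665/615 ratio.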
S2 tox – Viability Counterscreen for Primary qHTS for Inhibitors of ATXN expression. Potency, µM (series often up to 56.7 µM), usual class: cytotoxic. S2 cells (HEK-293 line with an ATXN2-luciferase reporter) viability, CellTiter-Fluor protease fluorescence, 24 h. AID 651635, 2014. hit rate 0.49% among 400,000; note: potency is the fitted concentration of half-maximal effect; nearly all actives have a fitted effect of over 40% in size
HepG2 viability – qHTS for Inhibitors of TGF-b: Cytotox Counterscreen; HepG2 CAGA-GFP viability, ATP luminescence, 18 h; Potency, µM (titrated, usually from 46.1 µM), for inactives: at the top dose activity change, negative = cytotoxicity, most hits filed as cytotoxic; hit rate 0.76% among 410,000; note: potency is the fitted concentration of half-maximal effect; some results filed as inactive show a strong effect at the top dose
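HepG2 CAGA-GFP cells (1000/well, DMEM with 1% FBS) received compound, then TGF-beta at 500 pg/mL final, and were incubated 18 hours at 37 degrees C. Viability was read by CellTiter-Glo luminescence. Media-only wells were set as complete cell-killing and DMSO as no toxicity.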
Nrf2 ARE act – qHTS of Nrf2 Activators | AREc32 ARE-luciferase reporter (MCF7-derived line), luminescence, 24 h | Potency, µM (top dose mostly 46.1 µM), without a hit: at the highest dose activation, usual class: activators | AID 624171, 2012 | hit rate 0.31% among 410,000; note: potency is the fitted concentration of half-maximal effect; % of control where 0% means no effect; nearly all actives have a fitted effect of over 65% in size
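ARE activation measured as luciferase luminescence (Steady-Glo, 30 min RT) in AREc32_Fluc cells after 24 hr compound exposure at 37 deg C, 5% CO2; cells seeded overnight at 1000/well in OPTI-MEM, 5% FBS.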
TGFb SMAD3 inh – qHTS for Inhibitors of TGF-b; hit rate 1.2% among 410,000; AID 588855, 2011; Potency, µM (series often up to 46.1 µM), for the others: top-dose activity, negative = inhibition, most hits filed as inhibitors; HepG2 CAGA-GFP TGF-b/SMAD3 reporter, GFP fluorescence, 18 h; TGF-beta stimulated, 500 pg/mL final; note: potency is the fitted concentration of half-maximal effect; % is set by controls: 0 for no effect and ±100 for the full control effect; nearly all actives have a fitted effect of over 65% in size
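First, reporter cells (HEPG2 CAGA-GFP) rested 2 h at 37 degrees C. Next, compounds were pinned in and TGF-beta added to 500 pg/mL final. After 18 h, GFP was imaged per cell and summed per well.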
CCT modulator – High-Throughput Screening for Modulators of Cytosolic Chaperonin Activity | purified chaperonin ATPase assay, HTRF ADP detection, 30 min | activity change, % (test concentration not listed), hits read low | hit rate 0.3% among 360,000; in the data active = activity change below about -30%; note: % is set by controls: 0 for no effect and ±100 for the full control effect
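TRiC (40 or 20 nM final, by batch activity) in 30 mM Tris pH 7.4, 100 mM KCl, 5 mM MgCl2, 1 mM DTT was treated with compound at 76 uM single dose, then 10 uM ATP, 30 min at 37 °C. ADP was read by HTRF Transcreener.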
Mm-Cpn inhibitor – Inhibitors of TCP-1 ring complex (TRiC) of Methanococcus maripaludis (MmCpn): qHTS | purified Mm-Cpn ATPase, ADP Transcreener TR-FRET | Potency, µM (series often up to 76.9 µM), for the others: top-dose activity, negative = inhibition, most hits filed as inhibitors | hit rate 0.031% among 330,000 | AID 504842, 2011 | Chaperonin Mm-Cpn (Methanococcus maripaludis); note: potency is the fitted concentration of half-maximal effect; % is set by controls: 0 for no effect and ±100 for the full control effect; nearly all actives have a fitted effect of over 80% in size
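Compound-treated chaperonin, 25 nM final, turns over 10 uM ATP at 37°C for 30 min following a 10 min preincubation; ADP generated competes with ADP-d2 for Eu-cryptate antibody, lowering FRET.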
A549 tox – Nrf2 qHTS screen for inhibitors: counterscreen for cytotoxicity; A549 ARE-Fluc cells, CellTiter-Fluor viability, 18-24 h; Potency, µM (top dose mostly 46 µM), for the others: at the highest dose activity change, negative = cytotoxicity, actives largely listed as inhibitors; hit rate 0.16% among 390,000; AID 504648, 2011; note: potency is the fitted concentration of half-maximal effect; % is set by controls: 0 for no effect and ±100 for the full control effect
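A549 ARE_Fluc cells in 5% FBS OPTI-MEM were exposed to compounds in concentration-response for 18-24 h at 37 deg C. Viability was read by CellTiter-Fluor fluorescence (Ex 405/Em 525) after 30 min, before the luciferase read.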
* hit, by the source's call; i = inactive; u = inconclusive; x = not tested or not shown; [ ] = another dose, or the depositor's remark. Unless noted, calls come from the whole dose curve; as a rule, active = well fitted curve in the direction sought with a large enough effect; inconclusive = small, poorly fitted or top-dose-only effect, or another doubt; inactive = no such curve, though single readings can be large; an effect the other way counts as inactive or inconclusive.

Molecule	TGFb SMAD3 inh	Akt phos inh	HepG2 viability	CCT modulator	Nrf2 block	Nrf2 ARE act	A549 tox	Mm-Cpn inhibitor	S2 tox
O=S(=O)(NCC1CCCO1)c1ccc(S(=O)(=O)N(Cc2ccc(F)cc2)Cc2ccccn2)cc1 (configuration not stated)	-7%	i	3%	1.1	-3%	4.7%	3%	1%	i
Cc1ccc(-c2nnc3ccc(SCC(=O)N4CCCc5ccccc54)nn23)cc1	-18%	i	2%	-0.6	-9%	-0.4%	-7%	-3%	8.9µM*
O=C(CCl)N(Cc1cccc([N+](=O)[O-])c1)c1cccc(Cl)c1	11µM*	i	-107%	3.4	-26%	28%	7%	1%	x
CC(=O)Oc1ccc(N2C(=O)CC(N3CCOCC3)C2=O)cc1 (configuration not stated)	-16%	i	17%	2.1	x	-0.5%	14%	1%	i
Cc1ccccc1C(=O)N1CCC(C(=O)N(CC(C)C)c2c(N)n(Cc3ccccc3)c(=O)[nH]c2=O)CC1	-27%	i	-4%	-6.3	-12%	-0.5%	-3%	1%	u
CCN(CC)S(=O)(=O)c1cccc(C(=O)NC(Cc2c[nH]c3ccccc23)c2nnc3n2CCC3)c1 (configuration not stated)	-12%	i	0%	1.1	1%	-0.6%	-16%	1%	i
CC(C)C(=O)NNc1nc2ccccc2s1	-3%	i	-16%	-2.4	u	3.0%	0%	3%	i
CC(C)/C(C=O)=C(/NC1CCCCC1)c1ccccc1	-16%	i	-19%	0.9	1%	0.3%	0%	x	i
Cc1ccc(S(=O)(=O)N2CCC(C(=O)N3CCC[C@H]3C(=O)NCC(C)C)CC2)cc1	-2%	i	-14%	0.4	-1%	-0.2%	4%	-1%	i
O=C(Nc1cccc(C(F)(F)F)c1)N1CC2CCCN2c2ccccc21 (configuration not stated)	u	x	-5%	x	0%	6.5%	7%	x	x
CC1CCN(C(=O)C(C)OC(=O)CSc2ccc([N+](=O)[O-])cc2)CC1 (configuration not stated)	22%	i	-17%	1.0	u	-1.3%	-2%	0%	i
COc1ccc2oc(C(=O)OCC(=O)NC3CCCCC3)c(C)c2c1	-19%	i	-4%	-2.8	22%	1.7%	3%	-2%	i
CC(=O)Nc1nc2ccc(Br)cc2s1	0%	i	-20%	1.2	u	6.1%	-4%	-1%	i
CC(Nc1nc(Nc2ccc(F)cc2)nc(SCC(N)=O)n1)c1ccccc1 (configuration not stated)	14%	i	-30%	-6.8	-19%	7.9%	-9%	0%	i
CCn1c(SCC(=O)Nc2ccc3c(c2)OCO3)nnc1C(C)C	5%	i	5%	0.0	-22%	0.2%	-15%	-1%	i
O=C(NCCc1cccc(F)c1)C1CCC(=O)N(CCCc2ccccc2)C1 (configuration not stated)	16%	i	4%	-0.8	12%	0.2%	-7%	-8%	u
CCc1sc(C(=O)Nc2ccc3nc(C)sc3c2)cc1C	-3%	i	-10%	1.9	u	8.3%	3%	-13%	i
Cc1nnsc1NC(=O)OCC(C)(C)C	32%	i	28%	1.3	x	-0.7%	-2%	-2%	i
CSc1nc(C)cc(Oc2ccccc2)n1	8%	i	-11%	0.9	-2%	0.0%	4%	-2%	i
CCN(CC)C(=O)CSc1ncnc2sc(C)c(C)c12	11%	i	1%	-4.3	u	0.3%	2%	2%	i
CN(CC(=O)Nc1ccc(F)c(F)c1F)C(=O)c1ccc2c(c1)S(=O)(=O)N=C1CCCCCN12	3%	i	-2%	0.0	-11%	2.0%	5%	1%	i
COCCNC(=O)C(C)N(c1ccc(OC)cc1)S(C)(=O)=O (configuration not stated)	-10%	i	4%	0.7	2%	0.4%	-2%	-4%	i
CCC(=O)NCCc1nc2cc(NC(=O)c3ccco3)ccc2n1C	18%	i	18%	-2.4	u	0.0%	4%	-2%	i
Cn1cnc(S(=O)(=O)Nc2ccc3c(c2)OCCO3)c1	-6%	i	19%	-1.3	-9%	-0.3%	-4%	-5%	i
Cc1ccc(C)c(-c2nc3cc(N)ccc3o2)c1	-5%	i	-2%	0.7	0%	-1.2%	-12%	-7%	i
COc1ccc(/C=N/NC(=O)COc2ccccc2-c2ccccc2)cc1	u	i	-83%	-4.1	u	0.0%	u	u	u
O=C(Cn1nc(C(=O)O)c2ccccc2c1=O)Nc1cc(Cl)ccc1-n1cncn1	3%	i	0%	-5.3	13%	0.0%	12%	0%	i
O=[N+]([O-])c1ccc(CN2CCSCC2)cc1	61%[activator]	i	-88%	1.9	u	1.6%	1%	2%	u
C=CCC[C@H](Cc1ccc(F)cc1)C(=O)OC[C@@H](NC(=O)[C@H](CC=C)CC(=O)NCCO)C(C)(C)C	u	i	-20%	0.9	4%	2.9%	-7%	-1%	i
N#Cc1cnn2c1nc(N1CCCCC1)c1ccccc12	1%	u	-12%	2.3	u	0.0%	-17%	-2%	i
COc1ccc(CCNC(=O)C2(c3cccs3)CCOCC2)cc1OC	-4%	x	5%	x	x	0.1%	-1%	x	i
OCC1(Cc2ccccc2)CCN(C2CCN(c3ccccc3F)CC2)CC1	-20%	i	10%	0.9	11%	-0.2%	-2%	1%	i
O=c1[nH]c(C(F)(F)F)nc2c1nnn2Cc1ccccc1F	-15%	i	-11%	-1.4	-7%	-0.6%	-1%	-1%	i
COc1ccc([N+](=O)[O-])cc1Nc1c2ccccc2nc2ccccc12	u	i	-46%	-4.2	u	4.9%	u	-1%	u
CCN1CCN(CC(=O)c2c[nH]c3ccccc23)CC1	7%	i	-5%	-0.2	19%	2.8%	12%	1%	i
COC(=O)c1sc(NC(=O)c2c(C)noc2C)nc1C	-16%	i	1%	-0.4	-17%	1.7%	0%	-2%	i
CC(=O)Nc1ccc(S(=O)(=O)Nc2cc(C)ccn2)cc1	-8%	i	-18%	1.0	12%	-0.5%	1%	2%	u
COc1ccc(NC(=O)COC(=O)CN2C(=O)c3ccccc3C2=O)cc1	0%	i	-35%	2.5	4%	0.0%	3%	-3%	i
CCC1(C)N(O)C(C)(C)C(c2ccc(F)cc2)=[N+]1[O-] (configuration not stated)	-10%	i	6%	-1.8	7%	0.1%	-6%	-15%	i
COc1cccc(N2CC(NC(=O)c3cccc4ccccc34)CC2=O)c1 (configuration not stated)	2%	i	-4%	0.4	0%	0.0%	-1%	2%	i
C=CCOc1ccc(/C(O)=C2/C(=O)C(=O)N(CCCn3ccnc3)C2c2ccco2)cc1 (configuration not stated)	-26%	i	3%	0.7	2%	-0.1%	-2%	-2%	u
CCCNCc1nnc(-c2ccccc2Cl)o1	0%	i	-1%	1.1	u	4.2%	8%	2%	i
O=S(=O)(Cc1cc(Sc2ccccc2)nc(-c2ccccc2)n1)c1ccccc1	12%	i	20%	2.7	-23%	0.8%	-7%	-2%	i
CCN(CC)S(=O)(=O)c1ccc(NS(=O)(=O)c2ccc(O)c([N+](=O)[O-])c2)cc1	3%	i	-71%	-0.1	1%	-0.1%	-6%	1%	i
Cc1cc(C)n2nc(C(=O)OCC(=O)Nc3ccc(C)c(F)c3)nc2n1	1%	i	-5%	-1.4	-1%	0.5%	7%	-1%	i
CCOc1ccc(-c2cccc(NS(=O)(=O)c3ccccc3[N+](=O)[O-])c2)nn1	1%	i	9%	0.3	-12%	5.1%	2%	0%	i
Cc1nn(C)cc1S(=O)(=O)N1CCN(Cc2ccccc2Cl)CC1	7%	i	1%	-1.3	-8%	-0.5%	3%	-3%	i
C/C(=N\NC(=O)c1cc(C)nc2ccccc12)c1cccc(Cl)c1	-14%	i	-12%	-3.1	u	2.7%	1%	1%	i
CN/N=C(\Cc1nc2ccccc2[nH]1)c1ccc([N+](=O)[O-])cc1	-28%	i	-21%	0.8	-21%	13%	-15%	1%	i
CC(C)N(Cc1nccn1C)C(=O)CC1C(=O)NCCN1Cc1ccc(F)c(F)c1 (configuration not stated)	0%	i	6%	0.5	-2%	0.0%	0%	-1%	i
CC/C(=N\NC(=O)Nc1nonc1N)c1ccc(OC)c(OC)c1	10%	i	-9%	-2.4	u	0.2%	-3%	2%	i
O=C(Nc1ccc(Br)cc1)c1cccn1-c1ncc(C(F)(F)F)cc1Cl	u	i	-95%	-2.9	x	7.6%	-2%	1%	i
COc1ccc(OC)c(CNC(=O)CCSCc2ccc(F)cc2Cl)c1	-17%	i	-28%	-2.0	-22%	0.0%	13%	2%	i
COc1ccc(CCNC(=O)Cn2cc(S(=O)(=O)Cc3ccc(F)cc3)c3ccccc32)cc1OC	0%	x	1%	x	-19%	4.1%	-6%	x	x
COc1ccc(NC(=O)CCC(=O)OCC(=O)c2ccc(Oc3ccc([N+](=O)[O-])cc3)cc2)cc1	0%	i	25%	1.0	-2%	0.3%	2%	-2%	i

Three compounds from above, arranged by their value in TGFb SMAD3 inh, ascending:
compound | TGFb SMAD3 inh | Akt phos inh | CCT modulator | Mm-Cpn inhibitor
CCC1(C)N(O)C(C)(C)C(c2ccc(F)cc2)=[N+]1[O-] (configuration not stated) | -10% | i | -1.8 | -15%
COc1ccc(CCNC(=O)Cn2cc(S(=O)(=O)Cc3ccc(F)cc3)c3ccccc32)cc1OC | 0% | x | x | x
CCOc1ccc(-c2cccc(NS(=O)(=O)c3ccccc3[N+](=O)[O-])c2)nn1 | 1% | i | 0.3 | 0%

High-throughput results (PubChem)
